High-throughput results as filed in PubChem.
LGR2 antag – inhibitors of bursicon-induced LGR2 CRE-luciferase signal, primary screen, cell-based, HEK293, CRE-luciferase reporter, bursicon stimulation | bursicon-stimulated, 4 h | inhibition, % at 9.99 µM | 380,000 tested, 0.35% active | Drosophila bursicon receptor LGR2 (rickets);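 active means drop in luminescence signal, shown as inhibition above about 50% in the replicate tests, limit read from the data, passing the limit was not always enough; inconclusive means probably only some replicates passing the limit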;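 further: agonist challenge used bursicon conditioned medium at about half maximal strength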
EWS-Fli inh – EWS/Fli-driven NR0B1 reporter inhibitors, primary screen, A673 cells, NR0B1 luciferase, luminescence, MLPCN library; 350,000 tested, 0.67% active; AID 651661, 2012; inhibition, % at 12.6 µM; viability-normalised;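 active means mean inhibition of at least 50% after viability correction, with every replicate also passing that limit; inconclusive means mean reaches 50% but only one of two replicates passes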;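 further: firefly luciferase signal divided by Alamar Blue viability fluorescence both relative to DMSO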
CASP6 VEID inh – human caspase-6 inhibitors, primary screen, biochemical, VEID-R110 fluorescence, single point, set 2. inhibition, % at 12.5 µM. AID 686996, 2013. purified caspase-6, Z-VEID-R110 cleavage fluorescence. 350,000 tested, 0.53% active;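 active means mean inhibition across replicates at least about 35%, with every replicate also reaching that limit, limit read from the data; inconclusive means only one of the two criteria met; inactive means neither criterion met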;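 further: 0% = median of neutral control wells and 100% = no fluorescence left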
Target sequence (P55212 24-179 limits assumed): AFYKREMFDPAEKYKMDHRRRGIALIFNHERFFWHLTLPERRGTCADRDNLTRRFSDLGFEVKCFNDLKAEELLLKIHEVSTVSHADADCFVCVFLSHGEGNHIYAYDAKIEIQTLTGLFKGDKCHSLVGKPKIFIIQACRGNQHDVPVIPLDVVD
Target sequence (P55212 194-293 limits assumed): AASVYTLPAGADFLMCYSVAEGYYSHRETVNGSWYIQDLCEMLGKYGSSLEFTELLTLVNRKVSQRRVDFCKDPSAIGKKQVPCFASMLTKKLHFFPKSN
PGC1a acetyl inh – inhibitors of PGC1a acetylation signal, primary screen, cell-based, U2OS, AlphaScreen, inhibitor mode | AlphaScreen anti-acetyl-lysine; with virally co-expressed GCN5 acetyltransferase | inhibition, % at 15.6 µM | 350,000 tested, 0.17% active;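 active means every replicate shows inhibition of at least 40%; inconclusive means mean inhibition at least 40% but some replicate below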;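 further: 0% = neutral control wells and 100% = positive control wells; some results beyond the cut were filed as inactive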
Cneo AK release – Cryptococcus neoformans cell lysis inducers, primary screen, AK release luminescence, single concentration; 360,000 tested, 0.2% active; lysis activity, % at 15 µM; C. neoformans lysis, adenylate kinase release luminescence, 4 h; normalised: neutral wells 0, clomiphene wells 100;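 active means mean lysis activity across replicates of at least 80%, whatever share of replicates individually reach that level; inactive means mean lysis activity below 80%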
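Material – Cryptococcus neoformans yeast cells · Quantity – 5 × 10^6 yeast cells/mL · Buffer or medium – YPD medium · Compound – single dose · Timing – 4 h static compound exposure, 37 °C, read 1 h post-reagent · Signal – adenylate kinase release luminescence · Read-out basis – lysis from increased AK signal · Benchmarks – Clomiphene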
PAX8 reporter – inhibitors of PAX8-driven TPO luciferase reporter, primary screen, RMG-I cells, single concentration; SteadyGlo, 24 h; inhibition, % at 12.6 µM; 360,000 tested, 1.2% active;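 active means mean replicate inhibition at least 60% with every replicate also reaching 60%; inconclusive means only one of the two criteria is met; inactive means mean below 60% and not all replicates reaching 60%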;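 further: luciferase light reporting Pax8 driven TPO promoter activity; plate controls were median of neutral control wells for no effect and mitoxantrone controls for full effect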
FN deposit inh – inhibitors of fibronectin matrix deposition, primary screen, AH1F cells, Alexa488-fibronectin fluorescence, plate reader. AH1F fibroblasts, overnight. inhibition, % at 12.6 µM. 350,000 tested, 0.086% active;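 active means mean inhibition across replicates of 30% or more, regardless of how many single replicates reach that level; inconclusive means mean under 30% yet at least half of replicates reach 30%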;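 further: positive control wells lacked labelled fibronectin entirely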
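Material: AH1F fibroblasts assembling fluorescent fibronectin matrix; amount: 10000 AH1F cells/well; medium: DMEM, 2% serum; reagent: Alexa488-fibronectin, 24 nM final in well; dosing: single compound dose, delivered by pin transfer; incubation: 1 h adhesion, overnight exposure; detection: fluorescence after three HBSS washes, excitation 485 nm, emission 525 nm; measure: fibronectin deposition inhibition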
miR-122 sensor – miR-122 Renilla sensor signal increase in Huh7, primary screen, miR-122 inhibitor project, cell-based, single point, plate reader | 340,000 tested, 0.3% active | Huh7 miR-122 Renilla luciferase sensor, 48 h; neutral wells = 0, positive control = 100 | activation (reporter increase), % at 12.5 µM;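 active means mean replicate activation score at least 90 and every replicate individually at or above 90; inconclusive means only one of the two criteria met; inactive means neither criterion met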;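 further: higher luciferase means less miR-122 activity so hits act as miR-122 inhibitors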
Active calls of the source: *; ? = inconclusive; . = no result given; & = joins results of further samples; ! = not confirmed by another sample; [ ] = dose if it differs, or a comment.

SMILES	LGR2 antag	EWS-Fli inh	CASP6 VEID inh	PGC1a acetyl inh	Cneo AK release	PAX8 reporter	FN deposit inh	miR-122 sensor
O=S(=O)(c1ccc(F)cc1)N1CCCCN2[C@H](CO)[C@H](c3ccc(C#CC4CC4)cc3)[C@@H]2C1	0	0	-1	-5	-1	14	.	-8[16.7 µM]
COc1ccc(NC(=O)Nc2cccc3c2O[C@H](CN(C)S(=O)(=O)c2ccc(Cl)cc2)[C@@H](C)CN([C@@H](C)CO)C3=O)cc1	2	-9	0	-6	4	13	.	8[16.7 µM]
CNC(=O)C1(C(F)(F)F)C/C(=C\CCO)CCCO1 (configuration not stated)	.	12	-1	-3	0	2	0	0
Cc1ccc(S(=O)(=O)Nc2cccc3c2O[C@@H](CN(C)C(=O)NC(C)C)[C@@H](C)CN([C@@H](C)CO)C3=O)cc1	5	-3	-1	-1	-1	-4	.	-7[16.7 µM]
COc1ccc(-c2c(C(C)=O)c(C)nc3sc4c(c23)NC(c2ccccc2)NC4=O)cc1 (configuration not stated)	1	.	.	1	2	.	.	-36
COc1ccc(CN(C)C[C@H]2Oc3ccc(NS(C)(=O)=O)cc3CC(=O)N([C@H](C)CO)C[C@@H]2C)cc1	-10	-1	0	13	-2	-6	.	11[16.7 µM]
CCOC(=O)C(=O)N=Nc1c(O)n(C)c2ccccc12	-10	-3	5	.	.	16	-8	.
Cc1ccc(S(=O)(=O)C(C#N)=C2N(C)c3ccccc3N2C)cc1	6	-1	0	3	0	5	-4	5
CCc1ccc(NC(=O)CNC(=O)[C@@H]2Cc3ccccc3CN2C(=O)OC(C)(C)C)cc1	21	.	3	-6	-2	22	-6	0
CC(C)n1ncc2c(C(=O)NCCOc3ccccc3F)cc(C3CC3)nc21	-34	11	-2	4	0	-8	-1	4
CN(C)C(CNC(=O)CCNC(=O)c1ccccc1Cl)c1ccco1 (configuration not stated)	-1	-6	-9	10	-3	-7	4	-19
COc1ccc(NC(=O)Nc2ccc3c(c2)C(=O)N([C@H](C)CO)C[C@H](C)[C@H](CN(C)C(=O)Cc2ccccc2)OCCCC[C@@H](C)O3)cc1	7	-5	4	5	2	-1	.	12[16.7 µM]
O=C(c1ccccc1)C1CCN(C(=O)c2c(F)cccc2F)CC1	2	-13	-2	10	-3	6	6	10
Cc1nc2ccc(NC(=O)c3ccc(C)c(S(=O)(=O)N4CCOCC4)c3)cc2s1	-18	-26	5	-13	-3	-10	0	-6
CCN1C(=O)[C@H]2[C@H]3CN=C(SCc4ccc(OC)cc4)N3[C@@](CC)(C(=O)OC)[C@H]2C1=O	17	-7	-2	5	0	5	3	-11
COc1ccc(N2CCN(C(=O)c3ccc(CS(=O)Cc4ccc(C)cc4)o3)CC2)cc1 (configuration not stated)	13	3	2	4	-2	12	-9	0
Cc1ccccc1C1N(c2nccs2)C(=O)C2CCCN21 (configuration not stated)	5	9	-2	3	.	-11	-1	-12
Cc1ccc(S(=O)(=O)N2CCOCC2)cc1NC(=O)c1cc([N+](=O)[O-])ccc1N1CCOCC1	23	3	2	.	.	.	4	.
CCOc1ccccc1NC(=O)C1CCCN(S(=O)(=O)c2cccc3nsnc23)C1 (configuration not stated)	.	.	.	-13	0	.	4	-4
COc1ccc(N(CC(=O)NCCSc2ccccn2)S(C)(=O)=O)cc1Cl	.	.	.	1	-2	3	1	-3
COC(=O)c1ccc(CN(C(=O)N2CCN(C)CC2)S(=O)(=O)c2ccc(C)cc2)cc1	-4	2	-5	3	0	-13	5	-3
CCOc1cc(C(c2c(C)[nH][nH]c2=O)c2c(C)[nH][nH]c2=O)cc(Br)c1OC	16	-11	.	16	5	-11	0	-3
CCN(CC)c1ccc(NC(=O)COc2ccc(C#N)cc2)cc1S(=O)(=O)Nc1ccc(OC)cc1	2	12	3	.	.	59	4	.
Cc1ccc(OC(=O)C(F)(F)F)c2c1NCCC2	.	.	.	1	6	.	5	2

Reformatted: results already given
Order of values – LGR2 antag, EWS-Fli inh, CASP6 VEID inh, PGC1a acetyl inh, Cneo AK release, PAX8 reporter, FN deposit inh, miR-122 sensor
Cc1ccc(S(=O)(=O)N2CCOCC2)cc1NC(=O)c1cc([N+](=O)[O-])ccc1N1CCOCC1
→ 23, 3, 2, ., ., ., 4, .
CCOc1cc(C(c2c(C)[nH][nH]c2=O)c2c(C)[nH][nH]c2=O)cc(Br)c1OC
→ 16, -11, ., 16, 5, -11, 0, -3
CCN1C(=O)[C@H]2[C@H]3CN=C(SCc4ccc(OC)cc4)N3[C@@](CC)(C(=O)OC)[C@H]2C1=O
→ 17, -7, -2, 5, 0, 5, 3, -11

The list goes on.
SMILES	LGR2 antag	EWS-Fli inh	CASP6 VEID inh	PGC1a acetyl inh	Cneo AK release	PAX8 reporter	FN deposit inh	miR-122 sensor
C[C@@H]1CN([C@@H](C)CO)C(=O)c2cc(-c3cccc(F)c3)cnc2O[C@H]1CN(C)C(=O)Nc1cc(F)ccc1F	18	-13	-1	8	-2	.	-7	0[16.7 µM]
O=C(Cc1ccc(F)cc1)Nc1cccc(-c2cn3c(n2)SCC3)c1	-28	-7	0	5	.	-1	-4	.
CCn1c(/C=C/c2ccc(O)c(O)c2)nc2ccccc2c1=O	?	28	24	12	-1	0	7	-8
CO[C@@H]1CN(C)C(=O)c2ccc(NS(=O)(=O)c3ccccc3)cc2OC[C@@H](C)N(C(=O)NC(C)C)C[C@@H]1C	-6	2	-2	-6	3	.	0	1[16.7 µM]
CC1(C)CC(=O)C2=C(C1)OC(N)=C(C#N)C2c1ccccc1 (configuration not stated)	8	.	2	-6	.	-16	6	-21
O=C(NC1CCCC1)C1CCCN(S(=O)(=O)c2cnc[nH]2)C1 (configuration not stated)	-1	-1	1	6	0	-6	-2	-1
Nc1ccc(S(=O)(=O)NCC(=O)OC2CCOC2=O)cc1[N+](=O)[O-] (configuration not stated)	21	-2	22	-2	0	9	0	1
CCCCn1nnnc1C(c1ccccc1)N1CCN(c2ccc(OC)cc2)CC1 (configuration not stated)	13	2	.	.	.	10	1	.
C[C@H]1CN(S(=O)(=O)C(C)(C)C)[C@H](CCO)/C1=C\CCO	2	1	-8	.	.	-13	10	.
CCOC(=O)c1cc(NC(=O)c2cc(C)on2)cc(C(=O)OCC)c1	-4	.	.	12	-1	.	6	1
COc1ccc(NC(=O)N(C)C[C@H]2OCCCC[C@H](C)Oc3ccc(NS(=O)(=O)c4ccccc4)cc3C(=O)N([C@@H](C)CO)C[C@H]2C)cc1	-4	16	-1	4	.	-13	0	.
C[C@@H]1CN([C@@H](C)CO)C(=O)c2c(c3ccccc3n2C)-c2ccccc2CO[C@H]1CN(C)S(=O)(=O)c1ccc(F)cc1	19	12	-1	7	-1	.	-11	.
COc1ccc(CCC(C)NCC2CCCCC2)cc1 (configuration not stated)	10	90*	-2	-7	4	15	.	9
COc1cc(C(=O)NC2CCN(C)CC2)ccc1Nc1ncc2c(n1)N(Cc1ccccc1)CCC(=O)N2C	-7	55*	-64	.	7	-296	13	.
C=C(C)CCC(C)N1CCC(n2nccc2NC(=O)CCCc2ccccc2)CC1 (configuration not stated)	-6	10	0	5	-1	32	-7	-8
Cc1cc(S(=O)(=O)Nc2ccc(C(=O)NCC3CCCO3)cc2)ccc1F (configuration not stated)	-3	2	1	-18	-1	1	1	-2
Cn1cc(/C=C2/SC(=O)N(c3ccccc3)C2=O)c2ccccc21	-10	-97	.	-5	-3	-79	-3	14
Cc1ccc2c(c1)c1c3n2CCN(CC(O)CNC(C)C)C3CCC1 (configuration not stated)	-4	12	-9	.	0	0	1	.
CCCCCCC(=O)N1C/C=C\C(c2ccc(OC)cc2)N(Cc2ccc(F)cc2)C(=O)C1 (configuration not stated)	18	7	1	-12	1	6	-3	-5
CCC(=O)N1CC2(C1)[C@@H](c1ccc(-c3ccc(F)cc3)cc1)[C@H](CO)N2C(C)=O	-16	-1	1	4	.	.	-4	.
CCOC(=O)Cc1cc(C)[nH]c1C(=O)OCC	0	3	0	.	-3	4	18	-5
CCOC(=O)CSc1nnc(-c2cc(OC)c(OC)c(OC)c2)o1	0	8	2	-4	.	11	21	.
CCCCNC(=S)NCc1ccc2c(c1)cc(C)n2C	4	-1	5	.	1	19	-2	.
COc1ccc(C(=O)OCC(=O)NCc2ccccc2)c(OC)c1OC	-8	.	.	-3	0	6	-8	-22
COc1ccc(-n2c(SCC(=O)C(C)(C)C)nc3c(sc(=S)n3-c3ccccc3)c2=O)c(OC)c1	-8	9	-3	.	5	8	1	.
O=C(Cc1ccccc1)N1CC[C@@H]2[C@H](CO)Nc3ccc(Br)cc3[C@@H]21	-13	-8	2	-17	-9	-2	14	68[16.7 µM]
CSc1ccc(NC(=O)NCCCN2CCC(Cc3ccccc3)CC2)cc1	-15	6	-30	-13	4	4	-5	0
COc1ccc(S(=O)(=O)NCc2nc3nc(C)cc(C)n3n2)cc1OC	-1	-2	-1	-9	1	-23	-3	5
COc1ccccc1CN(C)CC(=O)Nc1ccccc1-c1ccccc1	8	6	5	-27	.	25	-7	.
Cc1cccc(C)c1NC(=O)C(c1cc2ccccc2o1)N1CCN(C)CC1 (configuration not stated)	8	-5	-2	.	.	-25	8	.
C[C@H](CO)N1C[C@H](C)[C@@H](CN(C)S(=O)(=O)c2ccc3c(c2)OCCCO3)OCc2cn(nn2)CCCC1=O	.	15&8	47*!	-2&1	-1&3	14&0	4&-1	-3
CCCn1c(C)cc(C(=O)COc2ncnc3sccc23)c1C	-60	-39	4	-1	-5	.	.	2
COc1ccc(NC(=O)C2CCN(S(=O)(=O)c3ccc4c(c3)NC(=O)CO4)CC2)cc1	10	.	-2	-9	0	-3	11	-11
CCOC(=O)C1=C(N)OC2=C(C(=O)CC(C)(C)C2)C1c1ccc(C)s1 (configuration not stated)	-27	-6	-1	-5	.	-20	-2	.
OCC[C@H]1C[C@H](O)[C@@H](O)[C@]2(Cc3ccccc3CO2)O1	-6	-1	1	-2	-1	2	-5	1
Cc1cccc(C)c1NC(=O)CN(C)C(=O)c1ccccc1OCc1ccc(F)cc1	0	6	0	.	2	-12	2	.
CCC(=O)N(C)C[C@@H]1Oc2ncc(C#CC3(O)CCCC3)cc2C(=O)N([C@H](C)CO)C[C@@H]1C	-2	1	-1	-3	-5	-4	.	0[16.7 µM]
Cc1cccc(NC(=O)Nc2ccc3c(c2)C(=O)N(C)[C@H]2CC[C@H](CC(=O)O)O[C@@H]2CO3)c1	-2	-3	21	0	-1	46	-1	-3[16.7 µM]
COc1ccc(N2CCCn3c2nc2c3c(=O)n(Cc3ccc(F)cc3)c(=O)n2C)c(OC)c1	.	.	.	11	-5	-4	.	0
CCCNS(=O)(=O)c1ccc(OCC(=O)NCCC2=CCCCC2)cc1	0	10	5	23	-1	.	.	8
C[C@H](CO)N1C[C@H](C)[C@@H](CN(C)C(=O)c2ccc(F)cc2)Oc2ncc(-c3ccncc3)cc2C1=O	7	-8	-1	-5	2	.	1	-3[16.7 µM]
